Lipid storage S3: qHTS Assay for Lipid Storage Modulators in Drosophila S3 Cells. Drosophila S3 cells, BODIPY lipid droplet fluorescence, 18-24 h; cells fed with added oleic acid. lipid storage change, negative = inhibition, % at the top dose, mostly 46.1 µM; hits show Potency in µM. 0.64% of 320,000 active. AID 2685; active means well fitted inhibition curve with a large enough effect in the signal ratio, with a control signal flat, not every such curve was filed as active; inconclusive means small, poorly fitted or top-dose-only effect, or effect the other way, or a change in a side signal; the % refers to the signal ratio
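Laser-scanning cytometry quantifies lipid droplet accumulation (500–530 nm total intensity; droplet/cell object ratio) in oleic acid-fed (400 uM added) Drosophila S3 cells treated with a concentration series. 20 uM Triacsin C defined 100% inhibition.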
Lipid storage S3 cell count max: also measured in Lipid storage S3; calls as there; cell number change, %; measured here: cell count max response;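 cells counted by Cell Tracker Red CMTPX staining in the red channel; peak over a dose series mostly up to 46.1 µM; percent activity relative to internal control wells on each plate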
Starred values were filed as active, the others as inactive; i = inactive; ? = inconclusive; . = not tested or not shown. On the % scale 0 is the no-effect control and ±100 the full control effect; potency means the concentration at half of the fitted maximal effect. This is a subset; the hit share may differ from the screen's.

Structure | Lipid storage S3 | Lipid storage S3 cell count max
O=C(c1ccc2c(c1)OCO2)N1CCC2(CC1)OCCO2 | i | 11.3
CC(C)(O)[C@H]1O[C@H]2CC[C@@]3(C)[C@@](O)(CC[C@H]4Cc5c([nH]c6ccccc56)[C@@]43C)C2=CC1=O | ? | .
Cc1cc(=O)oc2c(C)c(OCC(=O)N3CCN(Cc4ccc5c(c4)OCO5)CC3)ccc12 | ? | .
O=C(Nc1ccc(Cl)cc1C(=O)c1ccccc1)c1ccc(Br)o1 | -12.7% | .
CCS(=O)(=O)NCc1nnc2n1-c1ccc(Cl)cc1C(c1ccccc1)=NC2 | i | 16.7
CN(C)P(=O)(CCl)Nc1ccccc1 (configuration not stated) | ? | .
CC(=O)C1C2c3ccccc3OC1(C)N=c1s/c(=C/c3cn(C)nc3C)c(=O)n12 (configuration not stated) | i | -24.8
O=S1(=O)N(Cc2ccc(F)cc2)CCCN1Cc1ccccc1Cl | ? | .

Structure | Lipid storage S3 | Lipid storage S3 cell count max
COc1cc2c(cc1OC)C(C(=O)N1CCC3(CC1)OCCO3)C(c1ccccc1F)N(C)C2=O (configuration not stated) | 5.5% | -1.1
O=c1[nH]c(=O)n(Cc2ccco2)c(O)c1C=NC1CCN(Cc2ccccc2)CC1 | -3.5% | -0.3
Cc1cc(NC(=O)COC(=O)c2c(C)nn(Cc3ccccc3Cl)c2C)no1 | ? | .
C/C(=N\Nc1ccccc1)c1c(O)[nH]c(=O)[nH]c1=O | ? | .
C/C(=N\NC(=S)Nc1ccccc1)c1c(O)n(C)c(=O)n(C)c1=O | 15.8% | .
O=c1cccc2n1CC1CC2CN(C(c2ccccc2)c2sc3ncnn3c2O)C1 (configuration not stated) | i | .
CC1(C)C(c2ccccc2)=NC(c2cccnc2)=[N+]1[O-] | ? | .
O=C(CNC(=O)OCc1ccccc1)Nc1ccc(Br)cc1C(=O)c1ccccc1 | ? | .

Structure | Lipid storage S3 | Lipid storage S3 cell count max
CCOC(=O)c1cccc(-[n+]2c(-c3ccccc3)cc(-c3ccccc3)cc2-c2ccccc2)c1 | 13µM* | -29.7*
CCc1c(C(=O)NN2C(=O)C3C4CCC(O4)C3C2=O)csc1C (configuration not stated) | 5.7% | 12.5
Cc1cc(C)c(NC(=O)CCCn2c(=O)oc3ccccc32)c(C)c1 | ? | .
CN(C)C(=O)Oc1ccc(Br)cc1C(=O)Nc1ccc(F)c(Cl)c1 | ? | .
COc1cc(/C=C2\C(=O)NC(=O)N(c3ccc(C)cc3)C2=O)cc(OC)c1O | -2.0% | 15.0
CCOc1ccc(-c2cc(C)[n+](CCN3CCOCC3)c(-c3ccc(OCC)cc3)c2)cc1 | ? | .
C/C(=N\N1CCCCC1)c1c(O)[nH]c(=O)[nH]c1=O | ? | .
COc1ccc(CCn2c(O)c(C=Nc3ccc(F)cc3)c(=O)[nH]c2=O)cc1OC | -1.5% | 7.7

Structure | Lipid storage S3 | Lipid storage S3 cell count max
CCn1c(P(C)(=O)O)nc2cc(NC(=O)c3ccccc3F)ccc21 | ? | .
CC12CN3CC(C)(CN(C1)C31CCOCC1)C2=O | -6.6% | -21.2
CCn1cc(C(=O)c2ccccc2)c2ccccc21 | ? | .
Cc1ccccc1-n1c(C)cc(/C=C2/C(=O)NC(=O)N(Cc3ccco3)C2=O)c1C | 4.9% | 1.9
CCCC(C)C1(CC)C(=O)NC(=O)N=C1N (configuration not stated) | 1.1% | .
O=C1C2CCCN2C(c2cccnc2)N1c1ccc(Cl)cc1 (configuration not stated) | 0.4% | -17.2
CCCCCCC(=O)N/N=C/c1c(O)n(CCc2ccccc2)c(=O)[nH]c1=O | 5.7% | 13.9
O=C(O)[C@@H]1C[C@H]1[C@@H](NP(=O)(c1ccccc1)c1ccccc1)c1ccccc1 | -1.0% | -9.7

Structure | Lipid storage S3 | Lipid storage S3 cell count max
CCOc1cc(C=C2C(=O)NC(=O)NC2=O)ccc1OCC(=O)N1CCOCC1 | ? | .
COC(=O)C1=C(c2ccc(OC(F)(F)F)cc2)C[C@@H]2CC[C@H]1N2C(=O)NC1CCCCC1 | ? | .
CN(CCCCC(=O)/C=N/O)Cc1ccccc1 (tested in a mixture with another compound) | -26.4% | -40.2
CCN(CC)CCN=Cc1c(O)n(C2CCCCCC2)c(=O)[nH]c1=O | 18.4µM* | -10.3*
COc1ccc2[nH]c3c(c2c1)CCN[C@H]3C | 3.5% | 3.7
Cc1cc(C)cc(N2C(=O)NC(=O)/C(=C\c3cccn3-c3ccccc3)C2=O)c1 | ? | .
N#CC(c1ccc(Cl)cc1)N1CCOCC1 (configuration not stated) | ? | .
N#C/C(=C\c1ccccc1Cl)C(=O)NC(=O)Oc1ccccc1 | ? | .

Structure | Lipid storage S3 | Lipid storage S3 cell count max
CCCCCCCCCOc1ccc2[nH]cc(CCN)c2c1 | ? | .
O=c1[nH]c(O)c(N=Nc2ccc([N+](=O)[O-])cc2)c(=O)[nH]1 | ? | .
CC(=NCCN1CCCCC1)c1c(O)n(Cc2ccccc2)c(=O)[nH]c1=O | ? | .
C/C(=N\NC(N)=O)c1c(O)n(C)c(=O)n(C)c1=O | ? | .
Cc1cc(/C=C2\C(=O)NC(=O)N(c3ccc(Br)cc3)C2=O)c(C)n1C | -8.7% | .
COc1ccc2[nH]c3c(c2c1)CCNC3 | 14.2% | 10.3
Cc1cccc(N=Nc2ccc(N(C)C)cc2)c1 | ? | .
C/C=C(\C)C(=O)N[C@@H](c1ccccc1)[C@@H](O)C(=O)O[C@H]1C[C@@]2(O)[C@@H](OC(=O)c3ccccc3)C3[C@](C)(C(=O)[C@H](OC(C)=O)C(=C1C)C2(C)C)[C@H](O)C[C@H]1OC[C@@]31OC(C)=O (some centres not stated) | ? | .

Structure | Lipid storage S3 | Lipid storage S3 cell count max
CCC1(CC)C(=O)N(Cc2ccccc2)C(=O)N(Cc2ccccc2)C1=O | ? | .
O=C(O)C1C(C(=O)O)C2(Cl)C(Cl)=C(Cl)C1(Cl)C2(Cl)Cl (configuration not stated) | 5.5% | 4.5
CCCCn1c(O)c(/C=N/NC(=O)c2ccncc2)c(=O)[nH]c1=O | 23.5% | -0.7
CC1=NN(c2ccccc2)C(=O)/C1=C/c1c(O)[nH]c(=O)[nH]c1=O | ? | .
COc1ccc(-n2c(O)c(C=NCCN3CCN(C(C)=O)CC3)c(=O)[nH]c2=S)cc1 | ? | .
CCC(C)n1c(O)c(C=Nc2cccc(C(F)(F)F)c2)c(=O)[nH]c1=S (configuration not stated) | ? | .
CC(=O)Nc1ccccc1C(=O)OCC(=O)Nc1ncccn1 | ? | .
COC(=O)C1=C(c2cccc(OCc3ccccc3)c2)C[C@@H]2CC[C@H]1N2C(=O)NCc1ccc(OC)cc1 | ? | .

Structure | Lipid storage S3 | Lipid storage S3 cell count max
CCC(C)c1ccc(N2C(=O)NC(=O)/C(=C/c3cccn3CCOc3ccc(C)cc3)C2=O)cc1 (configuration not stated) | -0.3% | 2.7
C[N+](C)(C)CC(=O)Nc1ccc(Cl)cc1C(=O)c1ccccc1 | ? | .
CN1CCN(C(=O)COc2ccc(Oc3ccccc3)cc2)CC1 | ? | .
CCOP(=O)(OCC)C1(O)C(=O)Nc2ccc(Br)cc21 (configuration not stated) | ? | .
O=C(Nc1ccc(Cl)c(Cl)c1)O/N=C/c1ccncc1 | ? | .
O=C(Cn1c(=O)oc2cc(S(=O)(=O)N3CCCC3)ccc21)N1CCN(C2CCCCC2)CC1 | ? | .
CCCCSC1=NN1c1nc(N)nc(C)c1CC | 1.8% | 17.7
CN1CCN(CC(=O)Nc2ccc([N+](=O)[O-])cc2C(=O)c2ccccc2)CC1 | ? | .

Structure | Lipid storage S3 | Lipid storage S3 cell count max
O=c1[nH]c(=S)n(CCC2=CCCCC2)c(O)c1C=NC1CCN(Cc2ccccc2)CC1 | -0.6% | 1.8
CC(=O)O[C@]1(c2ccccc2)CCN(C)[C@H]2CCCC[C@@H]21 | -2.8% | -4.8
CC(C)CCNC(=O)Cn1c(=O)oc2cc(S(=O)(=O)N3CCc4ccccc43)ccc21 | ? | .
COC(=O)C1=C(c2ccc(Cl)c(C(F)(F)F)c2)C[C@@H]2CC[C@H]1N2C(=O)NCCOc1ccc(OC)cc1 | -26.5% | -20.0
O=C1C2CCCC1C(N1CCCCC1)CC2 (configuration not stated) | -1.8% | -18.3
Nc1ccc(Cl)cc1C(=O)c1ccccc1 | ? | .
Cc1ccsc1C(=O)C1CCCN(Cc2ccc(-n3cccn3)cc2)C1 (configuration not stated) | -21.3% | 0.4
CSc1ncc(CN2CCCC(C(=O)c3cccc(Cl)c3)C2)cn1 (configuration not stated) | -2.3% | 13.8

Structure | Lipid storage S3 | Lipid storage S3 cell count max
O=P1(NCc2ccco2)COc2ccccc2OC1 | ? | .
COc1ccc(NC(=O)N2C[C@@H]3C[C@@H](C2)c2cccc(=O)n2C3)c(OC)c1 | ? | .
CCC(=O)N1CC(=O)Nc2ccc(Cl)cc2C1c1ccc(F)cc1 (configuration not stated) | ? | .
CN1CCC(O)(c2ccccc2)C(C(=O)c2ccccc2)C1 (configuration not stated) | ? | .
CC1(C)C[C@H]2C=C(C=O)[C@]3(C=O)C[C@]3(C)[C@H]2C1 | ? | .
Cc1ccc(NC(=S)NCCc2cnc[nH]2)cc1C | 16.0% | -8.9
COP(=O)(OC)C(NC(C)=O)C(Cl)(Cl)Cl (configuration not stated) | -0.1% | 27.6
Cc1ccc2ccccc2c1NC(=O)CNC1CCCCC1 | -8.1% | 14.0

Structure | Lipid storage S3 | Lipid storage S3 cell count max
COC(=O)C1=Nc2ccccc2/C1=C\c1c(O)n(-c2cc(OC)ccc2OC)c(=O)[nH]c1=O | 7.5% | .
O=C(N/N=C/c1c(O)n(C2CC2)c(=S)[nH]c1=O)c1ccccc1 | ? | .
CC[n+]1c(/C=C/N(C)c2ccccc2)sc2ccc(Cl)cc21 | ? | .
CN1CCN(c2ccc(N)c(N3CCN(C)CC3)c2)CC1 | i | 19.0
CC(C)CC(NC(=O)CCCNC(=O)CCC(=O)OC1O[C@H]2OC3(C)CC[C@H]4[C@H](C)CCC(C1C)C24OO3)C(=O)O (some centres not stated) | ? | .
CC(C)COP(=O)(c1ccc(N(C)C)cc1)C(O)c1ccccc1 (configuration not stated) | ? | .
Cc1ccc(-c2nn(Cc3ccccc3)cc2C=O)cc1 | ? | .
COc1cc(CC(=O)N2C[C@H]3C[C@@H](C2)c2cccc(=O)n2C3)cc(OC)c1OC | ? | .

Structure | Lipid storage S3 | Lipid storage S3 cell count max
COC(=O)CC(NC(=S)N1CC2C[C@@H](C1)Cn1c2cccc1=O)C(=O)OC (some centres not stated) | -1.1% | 12.6
CCC(C)n1c(O)c(C=NCCN2CCOCC2)c(=O)[nH]c1=S (configuration not stated) | -7.0% | 0.5
O=C(NCC(c1cccnc1)N1CCN(c2ccc(F)cc2)CC1)Oc1ccccc1 (configuration not stated) | -0.1% | -7.4
O=P1(Oc2ccccc2)CC=C[C@H](COCc2ccccc2)O1 (some centres not stated) | ? | .
O=C(c1ccc(C(F)(F)F)cc1)C1CCCN(C2CCSCC2)C1 (configuration not stated) | 0.5% | -3.9
COCCCn1c(N)c(C(=O)Nc2sc3c(c2C(=O)OC)CCCC3)c2nc3ccccc3nc21 | -3.2% | 3.3
CN(C)CC1CCCCC1=O (configuration not stated) | -18.8% | -5.7
COc1c(C)cc(C(=O)C2CCCN(Cc3cccc(C)n3)C2)cc1C (configuration not stated) | 1.9% | -6.0

Record cards, from the list above. Values in the order: Lipid storage S3, Lipid storage S3 cell count max
Listed for `CCC(=O)N1CC(=O)Nc2ccc(Cl)cc2C1c1ccc(F)cc1` (configuration not stated) → ?, .
Listed for `Cc1cc(C)cc(N2C(=O)NC(=O)/C(=C\c3cccn3-c3ccccc3)C2=O)c1` → ?, .
Listed for `Cc1cc(/C=C2\C(=O)NC(=O)N(c3ccc(Br)cc3)C2=O)c(C)n1C` → -8.7%, .
Listed for `N#C/C(=C\c1ccccc1Cl)C(=O)NC(=O)Oc1ccccc1` → ?, .
Listed for `CN(C)P(=O)(CCl)Nc1ccccc1` (configuration not stated) → ?, .

Other records
Structure | Lipid storage S3 | Lipid storage S3 cell count max
Cc1cccc(-n2c(O)c(/C=C3/C(c4ccccc4)=Nc4ccccc43)c(=O)[nH]c2=O)c1 | ? | .
CC(NC(C)(C)C)C(=O)c1cccc(Cl)c1 (configuration not stated) | 3.0% | 0.6
c1ccc(CCNCc2cccs2)cc1 | i | 10.9
COc1ccc(N=C(C)c2c(O)[nH]c(=O)[nH]c2=O)cc1 | 14.6% | 30.9
CC(=O)O[C@H]1CC[C@@]2(C)C(=CC[C@@H]3[C@@H]2CC[C@]2(C)C(=O)CC[C@@H]32)C1 | -17.9% | -13.9
CCOC(=O)N(CC)c1ccc(C(O)(C(=O)OC)C(F)(F)F)cc1 (configuration not stated) | ? | .
COCCNP(=O)(c1ccccc1)c1nc2ccccc2s1 (configuration not stated) | ? | .
O=C1OC(c2ccc(Br)cc2)=N/C1=C\N1CC2CC(C1)c1cccc(=O)n1C2 (configuration not stated) | ? | .
C=C1C[C@]2(O)[C@@]3(C)CCC(=O)C(C)(C)C3=C(O)C(=O)[C@@]2(C)[C@@H]2C(=O)O[C@@](C)(C(=O)OC)C(=O)[C@@]12C | -14.4% | -18.4
C[C@]12CC[C@@H]3c4ccc(O)c(O)c4CC[C@H]3[C@@H]1CC[C@@H]2O | 4.2% | -13.7

High-throughput results (PubChem BioAssay)
